Screening results from PubChem BioAssay.
KOR beta-arrestin-1 = KOR agonists, beta-arrestin recruitment, primary screen, cell-based, luminescence, uHTS (AID 1777); Kappa-type opioid receptor (Homo sapiens); KOR beta-arrestin recruitment, luminescence; higher % means a stronger effect; activation, % at 10 µM, or EC50 in µM where a hit was titrated; actives 0.02% (n = 280,000); in the data active = activation above about 50%, passing the limit was not always enough; also: a part of the inactive calls stands beside numbers as strong as those of hits
NOD2 inhibition = NOD2 signaling inhibitors, cell-based, luminescence, uHTS, HEK293 (AID 1566) | actives 0.63% (n = 290,000) | inhibition, % at 4 µM; hits with a dose series show EC50 in µM | HEK293 NOD2/NF-kB luciferase reporter, luminescence; higher % means a stronger effect; also: many of its hits are not listed in these tables
KOR beta-arrestin-2 = KOR antagonists, beta-arrestin recruitment, cell-based, luminescence, uHTS (AID 1778) | Kappa-type opioid receptor (Homo sapiens) | KOR beta-arrestin recruitment, luminescence, antagonist mode; higher % means a stronger effect | inhibition, % at 10 µM; hits with a dose series show IC50 in µM | actives 0.091% (n = 290,000); also: strong numbers were not always called active
TNAP activation fold = human TNAP enzyme activators, primary screen, biochemical, luminescent, no phosphate acceptor, uHTS (AID 1001); purified TNAP, luminescent activation assay, no phosphate acceptor; higher activation fold means a stronger effect; actives 0.03% (n = 200,000); activation fold at 20 µM; hits with a dose series show EC50 in µM; in the data active = activation fold from about 3, or a potency from the dose series; inactive = the rest, 99 in 100 with activation fold below about 1.6; also: many of its hits are not listed in these tables
NOD1 NF-kB reporter = NOD1 signaling inhibitors, primary screen, cell-based, luminescence, uHTS (AID 1578); NOD1-driven NF-kB luciferase reporter cells, luminescence; higher % means a stronger effect; inhibition, % at 4 µM; hits with a dose series show EC50 in µM; actives 1% (n = 290,000); in the data active = inhibition mostly above about 36%, no sharp cut-off; inactive = mostly below about 34%;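 also: HEK-293T reporter cells stimulated with the NOD1 agonist gamma-tri-DAP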
GPR55 activation = GPR55 agonists via beta-arrestin recruitment, primary screen, imaging, U2OS cells, beta-arrestin-GFP redistribution (AID 1961); actives 0.048% (n = 290,000); G-protein coupled receptor 55 (Homo sapiens); one-dose activation, % at 10 µM; EC50 in µM for titrated hits; U2OS GPR55 beta-arrestin-GFP redistribution imaging; higher % means a stronger effect;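 active = activation above 40% with more than 50 cells counted in the well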;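 also: U2OS osteosarcoma cells stably expressing GPR55 and beta-arrestin-GFP; plate controls were DMSO negative control for no effect and LPI positive control for full effect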
Yfh1-depleted yeast = enhancers of respiration in Yfh1-depleted yeast, dose response, Friedreich's ataxia, plus single-dose screen (AID 1465); S. cerevisiae Yfh1-off respiration, WST-1 reduction, 72 h; higher fold induction means a stronger effect; one-dose fold induction at 50 µM; EC50 in µM for titrated hits; actives 0.074% (n = 220,000);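 active = fold induction of absorbance versus untreated yeast above a set limit, then at least 30% activation at any dose in follow-up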;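 also: activators that raise dye reduction in frataxin-depleted yeast; strong numbers were not always called active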
NTR1 ag = agonists of NTR1, primary screen, imaging, U2OS cells, beta-arrestin-GFP, high content (AID 493036); Neurotensin receptor type 1 (Homo sapiens), P30989; NTR1-U2OS beta-arrestin-GFP spot imaging, agonist mode; activation, % at 20 µM; actives 0.17% (n = 330,000);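 active = activation at or above 40% of the spot to cytoplasm intensity ratio, with at least 20 cells analyzed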;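 also: 0% = DMSO without peptide and 100% = 100 nM NTR1 peptide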
Target sequence (P30989 whole entry, looked up): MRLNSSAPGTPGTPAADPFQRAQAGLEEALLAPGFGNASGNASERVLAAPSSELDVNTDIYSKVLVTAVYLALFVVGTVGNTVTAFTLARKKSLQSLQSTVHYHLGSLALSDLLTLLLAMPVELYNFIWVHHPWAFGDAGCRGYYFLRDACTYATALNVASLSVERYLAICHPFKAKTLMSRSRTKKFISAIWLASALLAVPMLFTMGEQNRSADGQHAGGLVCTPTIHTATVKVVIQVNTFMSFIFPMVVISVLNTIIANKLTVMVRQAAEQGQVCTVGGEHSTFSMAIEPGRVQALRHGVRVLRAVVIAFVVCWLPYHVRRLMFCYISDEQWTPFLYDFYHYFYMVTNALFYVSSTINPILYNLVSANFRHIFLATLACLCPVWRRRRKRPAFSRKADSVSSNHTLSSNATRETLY
CSM14.1 death rescue = rescue of cells from ER stress-induced death, primary screen, 384-well, CSM14.1, thapsigargin, ATP luminescence (AID 1222); CSM14.1 thapsigargin-induced death rescue, ATP luminescence; higher % means a stronger effect; cellular ATP content (survival), % at 20 µM, or EC50 in µM where a hit was titrated; 190,000 tested, under 10 active;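 active = EC50 below 50 µM in the dose-response confirmation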;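 also: death triggered by thapsigargin at about 15 µM added after 2 h compound pretreatment; cell ATP read after overnight thapsigargin exposure of roughly 18 to 22 hours; normalized against plate controls of thapsigargin alone and 5% DMSO vehicle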
NTR1 ag cell count 20 µM = also measured in NTR1 ag; calls as there; cell count; measured here: cell count, cytotoxicity flag
* marks the source's active call; other numbers are inactive results; i = inactive; / = not tested or not shown; [ ] = another dose, or the depositor's remark. Rule as the data show it, unless noted: active = inhibition above about 50%; inactive = the rest. Some of the compounds tested (hit frequency here may not be typical).

SMILES	KOR beta-arrestin-1	NOD2 inhibition	KOR beta-arrestin-2	TNAP activation fold	NOD1 NF-kB reporter	GPR55 activation	Yfh1-depleted yeast	NTR1 ag	NTR1 ag cell count 20 µM	CSM14.1 death rescue
COc1ccc(OC)c(CNCc2ccc3c(c2)OCO3)c1	-1.9%	2%	-24%	/	-14%	0.0%	/	-0.8	102	/
Cc1oc2cc3oc(=O)c(CCC(=O)NCCCn4ccnc4)c(C)c3cc2c1C	-3.0%	16%	-21%[20 µM]	/	4%	0.4%	/	1.0	78	/
Cn1ncc2c(NNC(=O)Cc3ccccc3)ncnc21	-2.0%	14%	-11%	2.2	-8%	0.4%	i	-0.2	43	-2.3%
COc1ccc(/C=C/C(=O)NCC(=O)N=Nc2c(O)[nH]c3ccc([N+](=O)[O-])cc23)cc1	-4.4%	26%	-23%	/	-15%	0.2%	/	5.1	45	/
CCOC(=O)c1cc(-c2cccnc2)nn1-c1ccccc1	3.3%	6%	-28%	1.1	-25%	0.3%	i	0.5	35	-0.7%
CC(=O)Nc1ccc(NC(=O)C(C)OC(=O)CSc2ccc(Br)cc2C)cc1 (stereo not drawn)	-3.5%	5%	5%	/	-29%	0.3%	/	-0.5	59	/
CN1CCN(CCCNC(=O)CCC(=O)N2CCOc3ccccc32)CC1	-1.7%	2%	-22%[20 µM]	/	42%	-0.1%	/	2.0	68	/
O=C(N=C1N=C2C=CC=CN2Cc2ccccc21)c1ccc(S(=O)(=O)N2CCOCC2)cc1	-0.1%	-60%	-32%	1	-53%	0.1%	i	-0.8	58	0.6%
CCCn1c(O)c(N=NC(=O)CNC(=O)c2ccncc2)c2ccccc21	5.9%	17%	-28%	/	-6%	0.0%	/	3.4	59	/
COc1ccccc1CNC(=O)CCC(=O)n1ncc2cc(C)ccc21	-1.0%	5%	-16%[20 µM]	/	2%	-0.1%	/	0.8	57	/
Cc1cc(NC(=O)c2ccc([N+](=O)[O-])cc2Cl)no1	12%	-28%	-24%	/	-1%	0.0%	/	0.5	80	/
CSc1ccc(CN2CCC(CO)(CCOc3ccccc3)CC2)cc1	-4.3%	8%	-26%[20 µM]	/	0%	0.0%	/	-1.4	58	/
Cc1csc(NC(=O)[C@@H]2CCCN2C(=O)c2cccs2)n1	-4.3%	5%	-9%	1.1	-41%	0.0%	i	-0.6	41	0.3%
CN(C)C(=O)Cn1cnc2c(cnn2-c2ccc(F)cc2)c1=O	-4.6%	16%	12%	/	-7%	-0.1%	/	0.5	63	/
CC1CC(NC(=O)C2(C)CC2(Cl)Cl)CC(C)(C)C1 (stereo not drawn)	4.4%	-3%	-36%	1.1	-5%	-0.1%	i	0.3	57	-0.1%
CCOC(=O)c1c(NC(=O)C(C)NCc2ccco2)sc2c1CCC(C)C2 (stereo not drawn)	-0.8%	17%	-7%	1.1	3%	-0.1%	i	11	87	3.4%
O=C(Nc1ccccc1)N(Cc1cccnc1)Cc1ccco1	-4.0%	6%	-7%	1.1	-18%	0.2%	i	-0.2	54	/
COc1ccc(NC(=O)CN2C(=O)NC3(CCCC3)C2=O)c(OC)c1	-3.3%	2%	-10%	/	-16%	0.2%	/	-0.2	49	/
COc1cccc(C(=O)Nc2cc(C)c3c(=O)oc4ccccc4c3n2)c1	-1.6%	41%	26%	/	10%	0.3%	i	-0.1	83	/
Cc1ccc2occ(/C=N/NC(=O)c3ccccc3O)c(=O)c2c1	3.1%	-3%	-11%	/	-15%	-0.1%	/	2.0	58	/
CCOc1ccc2oc(-c3ccccc3)c(C(=O)N(C)C)c2c1	6.6%	-11%	-9%	1.1	2%	0.2%	i	-0.3	48	-2.1%
O=C(Cn1ncc2c([nH]c3ccccc32)c1=O)Nc1cccnc1	6.9%	8%	49%	/	56%*	-0.1%	/	-0.5	56	/
Cc1ccccc1OCc1nc2ccccc2[nH]1	/	-139%	12%[20 µM]	1.1	-38%	-0.1%	i	-0.5	44	-2.1%
CCOc1ccc(N(CC(=O)NCCSCc2ccc(C)cc2)S(C)(=O)=O)cc1	-0.4%	-3%	-42%	/	55%	-0.1%	/	1.3	63	/
COc1ccc(OCCSc2nc3nc(C)cc(C)n3n2)cc1	1.4%	2%	6%	1	-29%	0.4%	i	1.6	31	-0.3%
CCCS(=O)(=O)NCc1cn2c(C)csc2n1	-0.7%	-17%	-7%	1	0%	-0.1%	i	-1.4	47	-2.4%
CCC(=O)Oc1ccc2c(C)cc(=O)oc2c1C(=O)c1ccccc1	-0.5%	0%	-12%	1.1	-4%	0.7%	i	/	/	1.2%
CC(C)C(=O)Nc1ccc(C(=O)NNC(=S)NC(=O)c2cccs2)cc1	6.8%	21%	-18%	2.1	6%	-0.3%	i	2.0	69	0.8%
O=C(Nc1ccc(N2CCN(C(=O)c3cccs3)CC2)c(Cl)c1)c1cccnc1	6.1%	26%	-20%	1	-33%	-0.9%	i	2.0	68	0.7%
O=C(c1ccccc1)c1nnc(-c2ccncc2)o1	-2.7%	8%	-18%	1.1	-4%	-0.2%	i	-0.3	28	-2.8%
Cc1ccccc1S(=O)(=O)NCc1cccnc1	1.0%	-10%	-36%	1.1	-37%	0.0%	i	/	/	-2.7%
[O-]/C(=C(\C(=S)Nc1ccc(SC(F)F)cc1)[n+]1cccc(CO)c1)c1ccc(Cl)s1	-4.3%	4%	-4%	1.1	-24%	0.4%	i	1.8	63	-0.9%
CCOC(=O)C1=NOC2C3CC(C12)C1C(=O)N(CCc2ccc(OC)c(OC)c2)C(=O)C31 (stereo not drawn)	2.1%	25%	-22%	/	2%	-0.1%	i	0.2	76	/
CC(C)C(C)(C#N)NC(=O)CSc1nnc(C(F)(F)F)n1C (stereo not drawn)	-2.9%	9%	-2%	1	-2%	-0.4%	i	-0.3	66	-3.5%
Cc1cc2c(cc1S(=O)(=O)C(C)CC(=O)NCc1ccco1)OCC(=O)N2 (stereo not drawn)	5.2%	10%	-37%	/	14%	0.0%	/	-1.0	61	/
O=C(NC1CCCCCC1)C1CCN(C(=O)c2cccc(Cl)c2)CC1	1.3%	-5%	-3%	/	-26%	-0.2%	/	0.9	53	/
CN1CCN(c2nc(-c3ccncc3)nc3ccccc23)CC1	1.7%	0%	20%	1.1	-21%	0.0%	i	-2.1	45	-1.2%
CC12COC3(C(=O)Nc4ccc5ccccc5c4)CC1CCC32C (stereo not drawn)	3.8%	-63%	-14%	1	-49%	0.0%	i	1.3	66	-0.6%
COc1ccc(S(=O)(=O)NCc2ccccc2Cl)cc1OC	-3.1%	5%	9%	1	-15%	-0.2%	i	-0.7	35	2.1%
CCc1ccc(NC(=O)CSc2nnc(Cn3c(=O)sc4ccccc43)n2C)cc1	7.0%	17%	6%	1.1	-34%	-0.5%	i	-1.3	42	0.3%
Cc1ccc(NC(=O)C2CC2c2ccccc2)c([N+](=O)[O-])c1 (stereo not drawn)	-3.6%	-18%	-4%[20 µM]	/	-51%	-0.4%	/	0.2	61	/
Cc1onc(-c2c(F)cccc2Cl)c1C(=O)OCN1C(=O)c2ccccc2C1=O	1.1%	8%	-13%	1.1	6%	0.5%	i	0.9	37	/
CCN(CC)CCCNc1ncnc2scc(-c3ccc(F)cc3)c12	-3.3%	16%	-30%	/	-1%	-0.1%	/	-1.0	54	/
C/C(=N/NC(=O)c1ccccc1)c1ccc(NC(=O)C(F)(F)F)cc1	-2.6%	-39%	-20%[20 µM]	1	-1%	0.2%	i	-0.6	56	0.1%
CC(C)Oc1ccc(C2CNC(=O)C2)cc1 (stereo not drawn)	1.1%	-11%	-22%	1.1	3%	0.3%	i	-1.6	101	-0.4%
O=C(Nc1ccccc1)C(=O)c1cn(CC(=O)N2CCCCC2)c2ccccc12	6.8%	3%	-26%	0.9	10%	-0.1%	i	2.9	66	-2.8%
O=C1CCCCC1Sc1nnc(Cc2cccs2)n1CCc1ccccc1 (stereo not drawn)	1.9%	2%	6%	1.1	-14%	-0.3%	i	-0.3	56	1.9%
O=C(O)CCS(=O)(=O)Cc1cccc(Cl)c1	-4.0%	3%	3%	1.1	10%	-0.4%	i	0.9	69	-0.7%
O=C(N1CCCCC1)C12CC3CC(C1)CC(C(=O)N1CCCCC1)(C3)C2	-1.0%	7%	4%	1.1	1%	-0.1%	i	-0.8	54	-0.6%
COc1ccc(CNCCC(c2ccc(OC(C)C)cc2)c2ccccc2OC)cc1OC (stereo not drawn)	0.8%	10%	-23%	/	-1%	-0.1%	/	20	98	/

Other results.
SMILES	KOR beta-arrestin-1	NOD2 inhibition	KOR beta-arrestin-2	TNAP activation fold	NOD1 NF-kB reporter	GPR55 activation	Yfh1-depleted yeast	NTR1 ag	NTR1 ag cell count 20 µM	CSM14.1 death rescue
CSc1ccc(C(c2c(C)[nH][nH]c2=O)c2c(C)[nH][nH]c2=O)cc1	2.2%	6%	0%	/	11%	-0.2%	/	-0.2	59	/
CC(C)n1c(SCC(=O)Nc2ccccc2N2CCOCC2)nc2c1c(=O)n(C)c(=O)n2C	11%	4%	-48%	1.1	-30%	0.3%	i	-0.7	56	-2.6%
Cc1ccc(S(=O)(=O)Oc2ccc(/C=C3/C(=N)N4C(=NC3=O)SN=C4S(C)(=O)=O)cc2)cc1	3.4%	12%	-10%	/	-10%	1.1%	/	1.8	63	/
Cc1nnc(N2C(=O)C(O)=C(C(=O)c3ccco3)C2c2ccc(C(C)(C)C)cc2)s1 (stereo not drawn)	8.3%	-24%	-12%	1.1	-18%	-0.4%	i	1.9	40	-1.1%
COc1ccccc1NC(=O)CSc1nnc(Cn2cnc3ccccc32)o1	/	6%	6%[20 µM]	1	-21%	-0.2%	i	0.4	41	-0.7%
C/C(=N/N=C(\C)c1ccccc1O)c1ccccc1O	-0.6%	-46%	-308%	/	-17%	-0.1%	/	7.2	78	/
COc1ccc(CN(Cc2cc3cccc(C)c3[nH]c2=O)C(=O)N(C)C)cc1	-7.9%	16%	-25%	1.1	-30%	-0.2%	i	-1.7	77	-0.3%
Cc1ccc(S(=O)(=O)N2CCN(CCNC(=O)C(=O)Nc3ccc(F)cc3)CC2)cc1	-1.9%	0%	-7%	/	-25%	-0.1%	/	1.2	61	/
